Screening data from PubChem BioAssay.
EPAC1 ag – agonists of human EPAC1; EPAC1 agonist qHTS, biochemical assay; response scale: 100% = response to 6.5 mM cAMP; Potency, µM (series often up to 154 µM), inactives show at the highest dose activation, actives largely listed as activators; O95398; actives 0.073% (n = 360,000); note: potency is the fitted concentration of half-maximal effect; nearly all actives have a fitted effect of over 60% in size
Target sequence (O95398 whole entry, looked up): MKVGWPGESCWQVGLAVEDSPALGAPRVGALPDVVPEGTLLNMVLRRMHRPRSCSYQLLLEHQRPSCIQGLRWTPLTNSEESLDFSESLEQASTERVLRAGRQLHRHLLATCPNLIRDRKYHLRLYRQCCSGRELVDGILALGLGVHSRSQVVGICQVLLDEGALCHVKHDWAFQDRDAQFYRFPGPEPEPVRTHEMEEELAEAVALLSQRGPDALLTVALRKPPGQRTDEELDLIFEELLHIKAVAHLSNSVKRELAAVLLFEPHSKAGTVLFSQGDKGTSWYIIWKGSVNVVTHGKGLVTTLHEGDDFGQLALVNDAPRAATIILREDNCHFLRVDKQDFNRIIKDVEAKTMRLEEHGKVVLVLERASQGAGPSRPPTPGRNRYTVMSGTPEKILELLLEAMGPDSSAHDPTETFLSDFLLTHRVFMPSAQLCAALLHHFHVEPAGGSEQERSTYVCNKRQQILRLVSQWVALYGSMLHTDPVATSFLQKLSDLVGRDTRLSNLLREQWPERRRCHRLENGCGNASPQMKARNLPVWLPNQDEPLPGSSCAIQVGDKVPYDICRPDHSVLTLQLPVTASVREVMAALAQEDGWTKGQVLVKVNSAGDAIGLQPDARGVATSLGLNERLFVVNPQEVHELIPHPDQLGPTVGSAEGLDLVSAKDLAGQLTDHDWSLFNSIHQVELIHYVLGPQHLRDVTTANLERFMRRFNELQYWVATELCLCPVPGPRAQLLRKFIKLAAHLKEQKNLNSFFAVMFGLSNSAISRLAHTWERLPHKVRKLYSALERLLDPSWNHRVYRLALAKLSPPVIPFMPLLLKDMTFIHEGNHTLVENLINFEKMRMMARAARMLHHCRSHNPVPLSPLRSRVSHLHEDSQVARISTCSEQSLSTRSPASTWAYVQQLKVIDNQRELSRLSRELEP
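Normalized to 6.5 mM cAMP, activity reflects EPAC1-catalysed release of BODIPY-GDP from Rap1B, followed kinetically over 30 min at 480 nm excitation, 540 nm emission. Reaction contained 100 nM EPAC1, 250 nM Rap1B-BODIPY-GDP, 50 uM GDP.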
Abeta yeast res – restores growth of yeast expressing A-beta42 peptide; actives 0.063% (n = 410,000); Potency, µM (titrated, usually from 46.1 µM), for the others: top-dose growth rescue, hits mostly activators; yeast expressing A-beta42, growth rescue, OD600, 48 h; response scale: 0% DMSO, 100% iron-clioquinol control; AID 1347071; note: potency is the fitted concentration of half-maximal effect; nearly all actives have a fitted effect of over 55% in size
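Yeast growth medium received pinned compounds, then yeast cells expressing toxic A-beta were added; plates incubated at 30 C for 48 hr. Growth read as absorbance at 600 nm, normalized to DMSO and equimolar FeCl3 plus clioquinol controls.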
FUS suppressor – suppressors of FUS proteinopathy in yeast; actives 0.24% (n = 390,000); AID 1347120; S. cerevisiae FUS-expressing, growth rescue, OD600, 24 h; Potency, µM (titrated, usually from 76.6 µM), for the others: top-dose growth rescue (activation), usual class: activators;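 note: potency is the fitted concentration of half-maximal effect; plate controls were DMSO vehicle for no effect and reference control for full effect; nearly all actives have a fitted effect of over 55% in size; some results filed as inactive show a strong effect at the top dose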
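Quantitative HTS measuring growth restoration of FUS-toxic yeast. Galactose-induced cells (OD 0.005) were exposed 24hr at 30C to compounds at several concentrations, then absorbance at 600 nm was recorded.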
aSyn yeast inh – alpha-synuclein toxicity inhibition in yeast; Yeast expressing alpha-synuclein, growth rescue, BacTiter-Glo, 24 h; Potency, µM (top dose mostly 46.1 µM), without a hit: at the top dose growth rescue (activation), actives largely listed as activators; actives 0.14% (n = 370,000); AID 652106; note: potency is the fitted concentration of half-maximal effect; % of control where 0% means no effect; nearly all actives have a fitted effect of over 65% in size
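Galactose-induced alpha-syn yeast (OD600=0.02, raffinose-pregrown) + pinned cpd, 24 hr, 30 deg C; growth by BacTiter-Glo luminescence. Growth restoration scores as activation.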
PLK1 PBD block – inhibitors of human PLK1 polo-box domain binding; Plk1 PBD binding of FITC phosphopeptide, fluorescence polarization; P53350; Potency, µM, for inactives: max response, negative = inhibition, actives largely listed as inhibitors; AID 720504; actives 2.8% (n = 360,000); note: potency is the fitted concentration of half-maximal effect; series mostly up to about 57 µM; % is set by controls: 0 for no effect and ±100 for the full control effect; nearly all actives have a fitted effect of over 65% in size
PI5P4Ka inh – PI5P4K alpha (human) kinase inhibition; actives 1.2% (n = 330,000); P48426; PI5P4Kalpha enzyme, ADP-Glo luminescence, 60 min; stronger effect = lower value; AID 652105; max response, %; active = max response of -50% or lower; inconclusive = between -30% and -50%; inactive = -30% or higher; note: value at the top dose of about 77 µM; % is set by controls: 0 for no effect and ±100 for the full control effect
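PI5P4Kalpha ADP-Glo assay; 5 microM ATP final; 60 min RT reaction; HEPES pH 7.4/EGTA/CHAPS, 5% DMSO; controls lacking substrate or enzyme; luminescent end-point.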
EPAC1 antag – blocks human EPAC1 exchange factor; actives 0.14% (n = 360,000); AID 720709; Potency, µM (top dose mostly 115 µM), for the others: at the top dose activity change, negative = inhibition, most hits filed as inhibitors; O95398; EPAC1 GEF assay, Rap1b-BODIPY-GDP exchange fluorescence;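 note: potency is the fitted concentration of half-maximal effect; plate controls were vehicle for no effect and positive control for full effect; nearly all actives have a fitted effect of over 50% in size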
WRN helicase inh – WRN helicase (human) inhibition; Q14191; WRN helicase unwinding, fluorescent forked duplex, kinetic; Potency, µM (titrated, usually from 114 µM), for inactives: at the top dose activity change, negative = inhibition, actives largely listed as inhibitors; actives 0.46% (n = 360,000); note: potency is the fitted concentration of half-maximal effect; % is set by controls: 0 for no effect and ±100 for the full control effect; nearly all actives have a fitted effect of over 55% in size
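Enzyme (20 nM final) and test compound sit together 15 min at room temperature before substrate addition. Substrate is a single-forked duplex oligonucleotide (100 nM) labelled with fluorophore and quencher, with 2 mM ATP; helicase unwinding raises red fluorescence, read kinetically.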
IL2 activator – activators of IL-2; IL-2 activation reporter assay, cell-based qHTS; stimulated with anti-CD3/CD4/CD28 beads; in transgenic mouse T cells; activation, % (series mostly up to about 46 µM); actives 0.065% (n = 360,000); in the data active = activation above about 50%; inconclusive = mostly about 30% to 49%; note: 0% is about no effect
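Unstimulated transgenic mouse T cells; 60-min compound exposure; bead-based TCR/CD4/CD28 stimulation; 18 h culture, 37 degrees C; dual fluorescence (EGFP, DsRed) plate cytometry.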
An asterisk follows results filed as active; ? = inconclusive; . = not tested or not shown; [ ] = another dose, or the depositor's remark. Unless noted, calls come from the whole dose curve; as a rule, active = well fitted curve in the direction sought with a large enough effect; inconclusive = small, poorly fitted or top-dose-only effect, or another doubt; inactive = no such curve, though single readings can be large; an effect the other way counts as inactive or inconclusive.

SMILES,EPAC1 ag,Abeta yeast res,FUS suppressor,aSyn yeast inh,PLK1 PBD block,PI5P4Ka inh,EPAC1 antag,WRN helicase inh,IL2 activator
COc1cc(OC)cc(C(=O)N[C@H](C(=O)Nc2nc(-c3cc(OC)ccc3OC)cs2)C(C)C)c1,4.5%,-6.2%,5.4%,1.8%,-5.0%,7.0,-16.3%,-26.3%,-4.1
Cc1sc2ncnc(NC(C)C(=O)O)c2c1C (configuration not stated),2.1%,-2.6%,43.7%,1.2%,2.0%,.,2.0%,-1.5%,0.4
CC(=O)SCCC(=O)Nc1ccccc1,0.3%,13.1%,-26.6%,-1.0%,-9.1%,.,-0.3%,0.6%,-0.4
O=C(CN1C(=O)c2ccccc2C1=O)N1CCN(c2ccccn2)CC1,-0.9%,-17.3%,31.6%,0.5%,-2.3%,.,-5.6%,-9.1%,-1.6
CC(Oc1cc2oc(=O)c3c(c2cc1Cl)CCC3)C(=O)NCc1ccncc1 (configuration not stated),6.3%,13.8%,-5.1%,-10.7%,-5.5%,-1.1,7.9%,-3.9%,-1.5
CC/C(=N\NS(=O)(=O)c1ccc(C)cc1)c1ccco1,10.9%,8.7%,-7.7%,9.1%,-19.0%,-1.9,-1.1%,6.6%,0.0
CC1(C)CC(=O)c2c(O)cc(OCC(=O)NCCc3ccc(S(N)(=O)=O)cc3)cc2O1,-13.7%,-14.0%,0.5%,2.0%,0.9%,-0.5,-2.2%,6.2%,0.2
Cc1cc(C(=O)Cn2cnc3ccc(Cl)cc3c2=O)c(C)n1C1CC1,-10.8%,8.0%,17.5%,15.1%,-5.0%,0.3,-4.6%,3.7%,1.8
Cc1cc(C(=O)N/N=C/c2ccncc2)c2ccccc2n1,9.6%,-4.1%,-17.9%,2.9%,3.3%,-1.8,-1.9%,-2.3%[57.1 µM],1.2
Cc1ccc(NC(=O)CCNS(=O)(=O)c2ccc3c(c2)oc(=O)n3C)cc1C,-3.8%,-0.2%,21.9%,-6.7%,0.6%,.,-2.1%,-16.3%,-2.1
Cc1ccc2c(SCC(=O)NCc3ccco3)nc(-c3ccc(F)cc3)nc2c1,1.0%,-14.7%,36.0%,16.4%,-10.1%,.,20.8%,-9.8%,0.6
COc1cc(/C=c2\sc3nc(=O)c(-c4ccccc4)nn3c2=O)ccc1OCCC(C)C,-8.2%,13.2%,24.7%,-0.2%,?,-5.3,12.1%,-29.8%[57.1 µM],100.1*
O=C(NCC1CCCO1)c1csc2c1CCCCC2 (configuration not stated),-5.2%,21.2%,-5.6%,-5.0%,-0.8%,.,9.1%,-5.3%,-1.3
O=C(CN1CCOCC1)Nc1ccccc1Sc1ccc(Cl)cc1,6.3%,4.2%,17.5%,-0.3%,4.7%,7.3,-14.5%,-8.9%[57.1 µM],-2.5
NCC1CCN(c2nc3ccccc3c3c2CCCC3)CC1,5.8%,-11.4%,.,-5.8%,-9.5%,2.9,2.3%,-6.2%,0.5
Cc1noc(C)c1C(=O)OC(C)C(=O)c1c[nH]c2ccccc12 (configuration not stated),1.8%,6.4%,-1.8%,11.3%,5.1%,1.2,6.1%,-8.2%,2.0
COc1ccc(S(=O)(=O)NCC2CCC(C(=O)N3CCC4(CC3)OCCO4)CC2)cc1 (configuration not stated),4.8%,17.4%,3.8%,4.0%,1.5%,-3.0,3.6%,-7.2%,0.7
Nc1nc2n(n1)C(c1cccc(Cl)c1)CC(c1ccc(F)cc1)N2 (configuration not stated),-8.1%,10.6%,-2.4%,-1.0%,-0.5%,2.2,-11.8%,4.0%,-1.2
Cc1ccc(C)c(N2CCN(C(=O)c3ccc(CSc4nc5ccncc5[nH]4)cc3)CC2)c1,3.0%,-15.0%,?,4.6%,-7.4%,2.9,-16.4%,-2.8%,-1.8
CS(=O)(=O)Cc1cccc(C(=O)NC2CCSc3ccccc32)c1 (configuration not stated),-6.1%,3.5%,-2.8%,6.4%,0.2%,1.8,-3.0%,1.0%,-2.8
O=C(Nc1ccc2c(c1)OCO2)N1CCN(c2ncccn2)CC1,5.4%,-1.6%,-1.6%,-6.1%,-3.2%,.,9.2%,7.6%,-1.6
Cc1ccc(-n2c(CSc3nc(C)cc(C)n3)n[nH]c2=S)cc1,-4.0%,-20.2%,6.3%,3.6%,0.7%,-2.9,13.2%,7.4%,0.7
O=C(Nc1ccccc1C(=O)NCCCN1CCOCC1)c1ccccc1,2.4%,1.8%,17.3%,6.2%,-1.4%,-0.8,-2.8%,6.6%,-0.7
CC1CCCCN1S(=O)(=O)c1ccc2c(c1)CCN2C(=O)C1CC1 (configuration not stated),-3.0%,-12.8%,3.8%,-2.0%,-12.8%,-3.8,-3.5%,-9.5%,-4.7
Cc1cccc(NC(=O)Cn2nc(C(F)(F)F)cc2C2CC2)c1,-2.7%,20.6%,11.8%,-6.6%,-1.8%,.,6.5%,-9.5%,-3.3

Entries of single compounds, quoted from the list. Screens in order: EPAC1 ag | Abeta yeast res | FUS suppressor | aSyn yeast inh | PLK1 PBD block | PI5P4Ka inh | EPAC1 antag | WRN helicase inh | IL2 activator
CC(=O)SCCC(=O)Nc1ccccc1 is listed as 0.3% | 13.1% | -26.6% | -1.0% | -9.1% | . | -0.3% | 0.6% | -0.4
Cc1ccc(NC(=O)CCNS(=O)(=O)c2ccc3c(c2)oc(=O)n3C)cc1C is listed as -3.8% | -0.2% | 21.9% | -6.7% | 0.6% | . | -2.1% | -16.3% | -2.1
COc1cc(OC)cc(C(=O)N[C@H](C(=O)Nc2nc(-c3cc(OC)ccc3OC)cs2)C(C)C)c1 is listed as 4.5% | -6.2% | 5.4% | 1.8% | -5.0% | 7.0 | -16.3% | -26.3% | -4.1

Next part
SMILES,EPAC1 ag,Abeta yeast res,FUS suppressor,aSyn yeast inh,PLK1 PBD block,PI5P4Ka inh,EPAC1 antag,WRN helicase inh,IL2 activator
COC(=O)COc1ccc(C(=O)OC)cc1,6.0%,-0.2%,5.4%,7.4%,1.6%,0.7,15.0%,7.2%,0.4
COc1ccccc1C1CCN(c2ccc([N+](=O)[O-])c(OC)c2)CC1,9.1%,21.2%,1.0%,11.7%,6.1%,-4.8,11.7%,0.1%,4.7
CC1(C)CCC(=O)N(c2ccccc2)C1=O,-7.3%,-18.4%,21.9%,-2.5%,-7.1%,3.0,5.0%,-17.6%,-4.5
CCOc1ccc(CCNC(=O)c2c(C)noc2C)cc1OCC,-8.2%,26.2%,-8.2%,4.1%,4.7%,1.6,11.5%,4.6%,-1.3
COCCCNc1nc(N)c([N+](=O)[O-])c(NC2CCCCC2)n1,1.6%,18.8%,13.0%,6.9%,-7.8%,-18.9,-7.6%,-1.1%,-1.8
Cc1ccccc1N1CCN(C2CCCN(C(=O)CCN3CCCCO3)C2)CC1 (configuration not stated),-18.3%,-1.2%,10.1%,1.0%,1.1%,-1.5,-7.3%,-12.9%,0.3
COc1ccc(C2/C(=C(/O)c3ccc4c(c3)CC(C)O4)C(=O)C(=O)N2CCCn2ccnc2)cc1OC (configuration not stated),10.6%,5.9%,7.5%,-9.3%,-9.0%,15.3,2.1%,6.5%,-0.7
COc1ccc(CN2CC(=O)N(c3cccc(Cl)c3)C2=S)cc1OC,14.8%,-14.8%,-2.3%,-8.0%,-24.5%,0.5,-23.2%,5.1%,-0.5
COc1ccc(C2=NOC(Cn3nc(C(=O)NCc4ccc5c(c4)OCO5)cc3-c3ccccc3)C2)cc1 (configuration not stated),13.3%,-1.3%,26.0%,-0.4%,-13.3%,0.1,7.7%,-3.2%,-0.4
COc1ccc([N+](=O)[O-])cc1CN1CCN(c2ncc(Cc3ccccc3)cn2)CC1,10.2%,-13.5%,8.2%,8.3%,-8.5%,15.4,-16.8%,-6.7%,-0.5
Cc1nc(NC(=O)c2cc3c(C)nn(-c4ccccc4)c3s2)sc1C(=O)Nc1ccccc1,-3.1%,-6.1%,.,-1.1%,-3.5%,3.3,-1.3%,-35.6%,-1.4
Cc1ccc(C(C)C)c(OCCCCCN2CCOCC2)c1,-5.3%,18.2%,0.0%,14.3%,-5.4%,-3.3,18.7%,-0.3%,-0.2
Cc1nn(-c2ccccc2)c(Cl)c1/C=N/NC(=O)c1[nH]ncc1Br,-5.1%,-15.3%,-16.1%,-3.5%,-9.5%,-7.7,-1.7%,-1.4%,-0.3
Cc1cccc(C)c1NC(=O)C1(C)CSCC(=O)N1C1CCN(Cc2ccccc2)CC1 (configuration not stated),-0.9%,-1.1%,-1.4%,3.7%,4.1%,-4.2,11.2%,3.5%,-0.1
COc1ccc(OCC(=O)N2N=C(C)CC2(O)C(F)(F)F)cc1 (configuration not stated),0.4%,16.1%,19.4%,-3.5%,3.9%,2.3,-16.0%,3.2%[57.1 µM],-2.0
Cc1sc(NC(=O)c2cc3ccccc3oc2=O)c(C(=O)OC(C)C)c1-c1ccccc1,-0.8%,3.8%,-1.6%,-0.8%,-6.3%,2.3,9.3%,2.7%,-0.7
COc1ccc(C2CC(c3ccccc3)=NN2C(=O)COC(=O)c2cccnc2Cl)cc1 (configuration not stated),9.0%,-4.2%,.,10.3%,-8.6%,2.3,-5.5%,-26.5%,-0.1
CCOC(=O)N1CCN(S(=O)(=O)N2CCCC(C(=O)NCCc3ccc(C)cc3)C2)CC1 (configuration not stated),13.1%,11.4%,-1.7%,5.2%,-3.0%,6.0,9.2%,4.6%,-1.1
O=C(NCc1cccs1)c1cc(-c2ccccc2)nn1CC1CC(c2cccnc2)=NO1 (configuration not stated),10.5%,9.7%,5.9%,-2.1%,-7.2%,10.0,-18.6%,-5.8%,-0.4
